Tb PGK inh – inhibitors of T. brucei phosphoglycerate kinase; actives 0.043% (n = 380,000); Potency, µM (series often up to 57.5 µM), inactives show top-dose activity change, negative = inhibition, actives largely listed as inhibitors; PGK/GAPDH coupled, Kinase-Glo luminescence, 60 min; also: % is scaled to controls: 0 for no effect and ±100 for the full control effect; nearly all actives have a fitted effect of over 60% in size
Target sequence (P07378 whole entry, looked up): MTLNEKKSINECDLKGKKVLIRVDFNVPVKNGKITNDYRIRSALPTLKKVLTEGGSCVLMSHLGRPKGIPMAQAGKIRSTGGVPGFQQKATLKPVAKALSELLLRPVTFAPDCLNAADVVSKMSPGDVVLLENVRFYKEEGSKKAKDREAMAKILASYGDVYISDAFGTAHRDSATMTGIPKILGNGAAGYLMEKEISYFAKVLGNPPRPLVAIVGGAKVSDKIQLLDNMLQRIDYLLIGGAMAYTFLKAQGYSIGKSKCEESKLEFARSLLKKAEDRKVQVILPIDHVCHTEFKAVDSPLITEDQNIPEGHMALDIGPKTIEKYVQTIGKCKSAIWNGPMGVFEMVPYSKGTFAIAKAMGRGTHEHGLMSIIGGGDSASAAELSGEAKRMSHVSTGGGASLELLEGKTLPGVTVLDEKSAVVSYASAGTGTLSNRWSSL
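Recombinant glycosomal PGK reaction used 1,3-bisphosphoglycerate generated in-well by GAPDH (100nM final) in 100mM TEA pH 7.6, 5mM MgCl2, 0.01% Tween-20. After 60 minutes at room temperature, ATP was read by Kinase-Glo Plus luminescence end-point.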
HP1b binding inh – inhibitors of HP1-beta chromodomain binding to methylated histone tails | AID 540317 | actives 0.56% (n = 390,000) | AlphaScreen HP1-beta / biotin-H3K9me3 peptide binding | P83916 | Potency, µM (highest dose often 114 µM), for inactives: at the top dose activity change, negative = inhibition, most hits filed as inhibitors; also: nearly all actives have a fitted effect of over 70% in size; inactives centre near 23
Target sequence (P83916 whole entry, looked up): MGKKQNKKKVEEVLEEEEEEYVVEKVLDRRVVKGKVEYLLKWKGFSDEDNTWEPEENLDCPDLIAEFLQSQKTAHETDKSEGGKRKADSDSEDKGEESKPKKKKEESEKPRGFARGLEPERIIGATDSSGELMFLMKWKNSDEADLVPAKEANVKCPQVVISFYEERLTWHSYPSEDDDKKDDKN
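HP1-beta protein (50 nM final) preincubated 30 min at room temperature with biotinylated H3(1-18)K9me3 peptide (50 nM) in PBS pH 7.4, 0.01% Tween-20, then compound added for 30 min. AlphaScreen streptavidin donor/nickel chelate acceptor beads (10 ug/mL final), 30 min dark, luminescence read.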
JMJD2A Tudor inh – blocks the human JMJD2A Tudor domain; O75164; AlphaScreen JMJD2A-Tudor / H3K4me3 peptide binding; Potency, µM (titrated, usually from 114 µM), inactives show at the highest dose activity change, negative = inhibition, hits mostly inhibitors; actives 4.4% (n = 390,000); AID 504339; also: % is scaled to controls: 0 for no effect and ±100 for the full control effect; nearly all actives have a fitted effect of over 50% in size
GLS inhibitor – glutaminase GLS (human) inhibition. Potency, µM (doses to about 45.5 µM), without a hit: at the highest dose activity change, negative = inhibition, actives largely listed as inhibitors. O94925. GLS enzymatic activity, qHTS titration. actives 0.21% (n = 410,000); also: % is scaled to controls: 0 for no effect and ±100 for the full control effect
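Coupled fluorescence readout: glutamate oxidase/HRP/Amplex Red detect glutamate formed by hKGA from L-glutamine (1 mM solution added). Buffer 45 mM KH2PO4 pH 8.2, 0.02% Tween-20; reads at t0 and 30 min RT.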
Pol iota inh – inhibitors of human DNA polymerase iota | Q9UNA4 | Pol iota fluorescent replication assay, 10 min | Potency, µM (top dose mostly 115 µM), without a hit: at the top dose activity, negative = inhibition, usual class: inhibitors | actives 1% (n = 390,000) | AID 588590
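Pol iota at 10 nM preincubated 15 min with compounds at room temperature; reaction started with fluorescent substrate, 50 nM final. Fluorescence read kinetically at 0 and 10 min; buffer-only wells as negative control.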
Pin1 inhibitor – blocks the human prolyl isomerase Pin1; Q13526; actives 0.009% (n = 390,000); Potency, µM (doses to about 115 µM), for inactives: at the top dose activity, negative = inhibition, most hits filed as inhibitors; Pin1 FP peptide displacement, HiFluor488, 10 min; active = well fitted inhibition curve with a large enough effect in the polarisation, with a control signal flat, not every such curve was filed as active; inconclusive = small, poorly fitted or top-dose-only effect, or effect the other way, or a change in a side signal; inactive = no such curve, though single readings can be large or run the other way; the % refers to the polarisation; also: % is scaled to controls: 0 for no effect and ±100 for the full control effect
Target sequence (Q13526 whole entry, looked up): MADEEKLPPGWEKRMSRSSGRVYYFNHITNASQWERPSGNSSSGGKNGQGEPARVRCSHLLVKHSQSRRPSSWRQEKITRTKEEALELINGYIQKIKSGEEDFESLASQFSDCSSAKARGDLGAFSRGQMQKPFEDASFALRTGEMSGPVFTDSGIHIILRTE
BAZ2B inh – BAZ2B (human) inhibition; Q9UIF8; AlphaScreen BAZ2B-H3K14Ac peptide displacement; Potency, µM (doses to about 114 µM), inactives show at the highest dose activity change, negative = inhibition, hits mostly inhibitors; actives 4.4% (n = 360,000); AID 504333; also: % is scaled to controls: 0 for no effect and ±100 for the full control effect; nearly all actives have a fitted effect of over 60% in size
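Compounds, titrated to a top concentration of 110 uM, were incubated 30 min at room temperature with preformed BAZ2B/acetyl-K14 H3 peptide complex (50 nM each). Proximity signal was measured by AlphaScreen after 20 min with beads.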
BLM inh – blocks DNA unwinding by human BLM helicase | recombinant BLM DNA unwinding, fluorescence dequenching | Potency, µM (highest dose often 56.1 µM), for inactives: top-dose activity change, negative = inhibition, hits mostly inhibitors | P54132 | actives 0.2% (n = 350,000);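 also: plate controls were vehicle for no effect and no enzyme for full effect; nearly all actives have a fitted effect of over 35% in size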
G9a block – inhibitors of human histone lysine methyltransferase G9a; Q96KQ7; G9a H3K9 monomethylation, AlphaScreen, 2 h; Potency, µM (series often up to 102 µM), for inactives: top-dose activity, negative = inhibition, usual class: inhibitors; actives 8.8% (n = 350,000); also: % is scaled to controls: 0 for no effect and ±100 for the full control effect; nearly all actives have a fitted effect of over 75% in size
Target sequence (Q96KQ7 913-1193 limits assumed): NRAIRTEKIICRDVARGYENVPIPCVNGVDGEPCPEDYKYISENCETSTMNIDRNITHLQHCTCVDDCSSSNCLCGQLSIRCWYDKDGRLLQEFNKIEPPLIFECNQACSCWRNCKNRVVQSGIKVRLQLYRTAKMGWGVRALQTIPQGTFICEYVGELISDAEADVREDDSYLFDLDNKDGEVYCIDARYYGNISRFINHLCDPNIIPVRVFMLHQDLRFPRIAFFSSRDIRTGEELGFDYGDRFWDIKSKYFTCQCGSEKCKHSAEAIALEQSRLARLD
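G9a (20 nM) was preincubated 15 min with compound, then reacted 2 h at room temperature with 500 nM biotin-H3K9 peptide and 20 µM SAM. Monomethyl-H3K9 detected by AlphaScreen using anti-H3K9me1 antibody.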
Numbers without * were called inactive; i = inactive; ? = inconclusive; · = not tested or not shown; [ ] = remark or other dose. Unless noted, calls follow the shape of the dose curve; as a rule, active = well fitted curve in the direction sought with a large enough effect; inconclusive = small, poorly fitted or top-dose-only effect, or another doubt; inactive = no such curve, though single readings can be large; an effect the other way counts as inactive or inconclusive. Potency is read from the fitted curve at half-maximal effect. The list is partial; count on the stated rates, not on these rows.

SMILES	Tb PGK inh	HP1b binding inh	JMJD2A Tudor inh	GLS inhibitor	Pol iota inh	Pin1 inhibitor	BAZ2B inh	BLM inh	G9a block
COc1cc(OC)cc(C(=O)NC(C(=O)NNC(=O)c2cc(Cl)ccc2OC)C(C)C)c1 (stereo not given)	-6%	36%	-14%	3%	23%	3%	-15%	·	23%[12.7 µM]
Cc1ccc(Cn2c(C(C)Nc3nc(-c4ccc(F)cc4)cs3)nc3cc(Cl)c(Cl)cc32)cc1 (stereo not given)	-7%	20%	-36%	-8%	1%	31%[activator]	·	·	·
O=C(Nc1ccccc1F)c1ccncc1	7%	11%	-4%	14%	2%	-1%	-6%	1%	-4%[12.7 µM]
COc1ccc(N2C(=O)C(CC(=O)Nc3ccccc3)N(Cc3ccc(OC)c(OC)c3)C2=O)cc1 (stereo not given)	-5%	2%	-16%	0%	65%[activator]	0%	?	-5%	0%
Cc1ccc(CN(C(=O)c2cc(=O)c3cc(C)cc(C)c3o2)C2CCS(=O)(=O)C2)cc1 (stereo not given)	-2%	26%	-9%	2%	-1%	-1%	6%	-2%	2%
O=C(NCCCN1CCOCC1)c1ccc2c(c1)N(Cc1ccc(F)cc1)CCS2	i	19%	?	6%	27%	-4%	?	-1%	45µM*
CCN(CC)C(=O)c1sc2c(c1C)c(=O)n(-c1ccc(C)c(C)c1)c(=O)n2Cc1cccc(Cl)c1	-2%	10%	?	-1%	?	83%[activator]	-16%	-10%	1%[59 µM]
CO/N=C(/CS(=O)Cc1ccccc1Cl)c1ccc(Cl)cc1Cl (stereo not given)	·	27%	3%	-1%	-17%	17%	7%	-3%	1%[2.33 µM]
c1ccc(Nc2nc(N3CCNCC3)nc(N3CCOCC3)n2)cc1	-8%	-21%	-28%	7%	-2%	3%	-11%	1%	-30%[59 µM]
CCOc1ccc(CCNC(=O)CS(=O)(=O)Cc2nc(-c3cccc(Cl)c3)oc2C)cc1	-5%	59%[activator]	-3%	-23%	15%	0%	-2%	0%	6%[59 µM]
Cc1ccc(S(=O)(=O)N2CCCCC2)cc1NC(=O)c1ccc(Cl)nc1	-4%	27%	-17%	-1%	11%	-2%	5%	·	2%[59 µM]
Cc1c(CC(=O)NCCC(C)C)c(=O)oc2cc3c(cc12)CCC(C)(C)O3	2%	18%	-4%	0%	28%	8%	0%	-3%	18%
CCC(=O)Nc1cccc(OCc2cc(=O)n3cc(C)ccc3n2)c1	-8%	25%[57 µM]	1%	-2%	14%	?	-2%	0%	-1%[59 µM]
Cc1ccc(-n2c(C)c(C)c3c(NCCO)ncnc32)cc1	1%	4%	-21%	-5%	2%	0%	-24%	-3%	-12%
O=C(c1ccco1)N1CCN(c2ccnc3cc(Cl)ccc23)CC1	-4%	29%	11%	-1%	-24%	2%	-10%	4%	?
O=C(COc1ccccc1)Nc1nnc(-c2ccccc2Cl)o1	5%	27%	22µM*	10%	101%[activator]	-1%	·	·	·
c1ccc(C[n+]2cccc(-c3ccccc3)c2)cc1	-5%	21%	-17%[57.1 µM]	-7%	4%	1%	3%	-14%	7%[59 µM]
CCc1nn2c(=O)cc(COc3ccc(NC(=O)c4ccco4)cc3)nc2s1	-11%	18%	?	1%	71µM*	20%	-16%	-3%	-17%
O=C(O)CC1(CC(=O)N2CCN(CCO)CC2)CCCC1	i	0%	-15%	-9%	38%[activator]	-7%	·	-6%	10%
CCC(C)NC(=O)CN(c1ccc(OC)cc1)S(=O)(=O)c1ccccc1 (stereo not given)	i	-15%	?	0%	20%	-3%	-2%	-4%	11%
CSc1ncc(F)c(N(CCO)CCO)n1	17%	24%	-10%	8%	13%	1%	5%	4%	15%[59 µM]
CC(=O)Nc1ccc(NC(=O)Cc2sc(-c3cccnc3)nc2-c2ccc(C)cc2)cc1	8%	30%	-10%	-1%	32%[activator]	17%	-16%	2%	45µM*
CCOc1ccc(-c2nnc(-c3snc(-c4ccc(F)cc4)c3N=CN(C)C)o2)cc1	0%	26%	15%	9%	-12%[58.9 µM]	-5%	-38%	-6%	9%[12.7 µM]
O=C(Nc1ccccc1F)C1CCN(C(=O)NCc2ccccc2)CC1	3%	35%[activator]	1%	-6%	72%[activator]	-4%	-20%	-1%	19%
CCOC(=O)C1=C(COC(=O)COc2ccc(OCC)cc2)NC(=O)NC1C (stereo not given)	i	2%	-14%	12%	21%	-3%	8%	·	?
The list continues.
SMILES	Tb PGK inh	HP1b binding inh	JMJD2A Tudor inh	GLS inhibitor	Pol iota inh	Pin1 inhibitor	BAZ2B inh	BLM inh	G9a block
O=C1c2ccccc2C(=O)C1(CO)c1ccc(OC(F)F)cc1	-2%	-19%	-36%	23%	-2%	8%	?	-4%	-10%[59 µM]
CC(=O)c1ccc(NC(=O)Nc2ccc3c(c2)nc(C)n3C)cc1	3%	18%	-15%	2%	74%[activator]	1%	-31%	-6%	-30%
C=CCn1c(-c2oc3nc(-c4ccccc4)cc(-c4ccccc4)c3c2N)n[nH]c1=S	-2%	?	?	9%	6%	?	-32%	-10%	32µM*
COC(=O)c1ccc(S(=O)(=O)c2ccc([N+](=O)[O-])cc2)cc1	5%	15%	-4%	-6%	-3%	3%	-2%	1%	-7%
N=C1/C(=C/c2ccc(-c3cccc(C(=O)O)c3)o2)C(=O)N=C2SC=C(c3ccccc3)N12	?	?	22µM*	22µM*	4µM*	?	13µM*	?	40µM*
CC(=O)N[C@@H]1c2c(ccc3ccccc23)OC[C@@H]1COC(C)=O	-8%	36%	1%	?	32%[activator]	0%	-7%	1%	6%
NC(=O)C1CC(=O)N(c2ccc(OCc3ccc([N+](=O)[O-])cc3)cc2)C1 (stereo not given)	-5%	45%[activator]	-10%	5%	21%	-8%	0%	-8%	-14%[0.501 µM]
Cc1ccc(NC(=O)Cn2c([N+](=O)[O-])cnc2C)cc1	-3%	11%	-11%	2%	189%[activator]	-6%	-2%	-28%	·
O=C(Nc1nnc(CCc2ccccc2)s1)c1ccc(F)cc1	-2%	28%	-9%	-1%	85%[activator]	4%	-10%	0%	-2%
CCN(CC)S(=O)(=O)c1ccc(O)c(NC(=O)CN2CCc3ccccc3C2)c1	-3%	34%	9%	0%	115%[activator]	11%	-3%	0%	15%
C[C@]12CCC(O)CC1=CCC1C2CC[C@]2(C)/C(=N\NC(N)=S)CCC12 (stereo not given in full)	i	47%[activator]	-17%	-4%	12%	-2%	1%	-1%	15%[0.501 µM]
COc1cc(C(=O)Nc2nnc(-c3sccc3C)s2)cc(OC)c1OC	-12%	89%	-29%	15%	-9%	?	-25%	-11%	?
CCOC(=O)c1cnc2cc(Cl)c(OC)cc2c1NCC1CCCO1 (stereo not given)	6%	68%[activator]	-14%	-12%	?	7%	10%	-5%	-9%[2.33 µM]
Cc1cc(-c2onc3ccc(Cl)cc23)ccc1O	-3%	45%[activator]	21%	-1%	?	6%	-2%	-3%	40µM*
CC1CCN(C(=O)CNC(=O)Cc2ccccc2)CC1	-6%	23%	-9%	0%	1%	-3%	1%	-4%	-12%[59 µM]
CCCOc1ccc(-c2nc(OC)c3ccccc3n2)cc1	-1%	164%[activator]	98%[activator]	6%	12%	0%	86%[activator]	-4%	56%[activator][59 µM]
COc1cccc(CNC(=O)CN2C(=O)NC(Cc3ccccc3)(c3ccccc3)C2=O)c1 (stereo not given)	-12%	18%	-19%	0%	24%	-2%	-3%	·	-2%[12.7 µM]
CC(C)Nc1nnc(SC(C)C(=O)Nc2ccc(Cl)cn2)s1 (stereo not given)	0%	37%	-10%	3%	-13%	5%	2%	-2%	-40%
CC1CCCC(NC(=O)CSC2=Nc3ccccc3C3CC=NN23)C1C (stereo not given)	-7%	31%	0%	?	9%	8%	-6%	·	12%[12.7 µM]
CCN(CC)C(=O)CSc1nnc(C2CCCCC2)o1	6%	31%	-9%	8%	13%	-9%	4%	-2%	13%[0.0925 µM]
c1ccc2c(c1)OCCOCCOCCO2	i	-2%	-2%	-13%	48%[activator]	-4%	·	1%	-2%
Nc1cccc(/C=C/c2ccncc2)c1	i	23%	-16%	4%	-15%	-4%	-23%	-6%	21%[12.7 µM]
O=C(C1CCN(c2nnc(-n3cccc3)s2)CC1)N1CCCCC1	-3%	24%	-12%	-3%	22%	0%	-7%	0%	23%
CC1CCc2sc(NC(=O)C3CC(Cl)=CCC3C(=O)O)c(C#N)c2C1 (stereo not given)	4%	24%	-17%	-27%	17%	-5%	-29%	2%	-11%
Cc1ccc(NC(=S)N/N=C/c2c(C)nn(-c3ccccc3)c2N2CCCC2)cc1	-8%	-9%	-19%	-17%	173%[activator]	3%	35%[activator]	-3%	-14%
COc1cc(/C=N/NC(=O)c2ccc(NC(=O)C3CCCCC3)cc2)ccc1O	-8%	28%	-19%	14%	34%[activator]	-1%	-14%	-6%	·
COc1cccc2c1C(=O)c1c(O)c3c(c(O)c1C2=O)CC(O)(C(C)=O)CC3OC1CC(N(C)C)C(O)C(C)O1 (stereo not given)	-2%	-32%	-35%	18%	22µM*	?	·	·	·
CCCn1c2ccccc2c2cnn(CC(=O)NCC3CCN(Cc4ccc(F)cc4)CC3)c(=O)c21	-2%	-21%	-30%	-4%	20%	1%	-7%	-4%	-7%[59 µM]
c1cncc(C(c2nnnn2C2CCCC2)N2CCCC2)c1 (stereo not given)	·	28%	-13%	1%	11%	-2%	11%	2%	-25%[59 µM]

Part of the list above in order of molar mass, falling.
SMILES	Tb PGK inh	HP1b binding inh	JMJD2A Tudor inh	GLS inhibitor	Pol iota inh	Pin1 inhibitor	BAZ2B inh	BLM inh	G9a block
COc1cccc(CNC(=O)CN2C(=O)NC(Cc3ccccc3)(c3ccccc3)C2=O)c1 (stereo not given)	-12%	18%	-19%	0%	24%	-2%	-3%	·	-2%[12.7 µM]
O=C(C1CCN(c2nnc(-n3cccc3)s2)CC1)N1CCCCC1	-3%	24%	-12%	-3%	22%	0%	-7%	0%	23%
c1cncc(C(c2nnnn2C2CCCC2)N2CCCC2)c1 (stereo not given)	·	28%	-13%	1%	11%	-2%	11%	2%	-25%[59 µM]
CCCOc1ccc(-c2nc(OC)c3ccccc3n2)cc1	-1%	164%[activator]	98%[activator]	6%	12%	0%	86%[activator]	-4%	56%[activator][59 µM]

Compound activity (PubChem BioAssay)
